PAD4 FP inh – inhibitors of human PAD4 | Q9UM07 | recombinant PAD4, RCA probe fluorescence polarization | inhibition, % at 6.36 µM | actives 0.41% (n = 330,000);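 active = percent inhibition above a cutoff equal to the mean of all tested compounds plus 3 SD, cut at about 15% in these data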;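 also: 0% = PAD4 with RCA probe and DMSO and 100% = probe without PAD4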
PME-1 inh – PME-1 (human) inhibition; inhibition, % at 5.9 µM; recombinant PME-1, FP-Rh probe fluorescence polarization; actives 0.53% (n = 320,000); Q9Y570;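 active = inhibition above the campaign mean of all compounds plus 3 SD, cut at about 26% in these data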;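 also: competitive labeling of PME-1 active site by serine hydrolase directed probe; 0% = PME-1 with DMSO and 100% = wells lacking PME-1 enzyme; inhibitors block probe labeling so polarization falls and inhibition rises; many of its hits are not listed in these tables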
Target sequence (Q9Y570 whole entry, looked up): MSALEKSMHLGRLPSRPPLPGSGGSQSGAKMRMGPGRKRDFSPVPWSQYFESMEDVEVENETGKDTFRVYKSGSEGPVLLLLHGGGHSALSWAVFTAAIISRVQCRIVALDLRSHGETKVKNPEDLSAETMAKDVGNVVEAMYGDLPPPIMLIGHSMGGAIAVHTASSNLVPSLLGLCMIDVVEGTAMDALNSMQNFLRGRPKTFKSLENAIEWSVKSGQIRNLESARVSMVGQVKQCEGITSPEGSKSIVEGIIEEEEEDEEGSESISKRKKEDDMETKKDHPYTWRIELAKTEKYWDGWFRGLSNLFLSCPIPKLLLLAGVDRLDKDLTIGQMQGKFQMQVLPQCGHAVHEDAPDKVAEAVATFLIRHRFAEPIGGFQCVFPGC
pPAFAH FP inh – pPAFAH (human) enzyme inhibition. inhibition, % at 3.39 µM. actives 1.5% (n = 330,000). recombinant pPAFAH, FP-rhodamine probe fluorescence polarization. Q13093;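 active = inhibition above the mean inhibition across the screen plus 3 SD, cut at about 25% in these data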;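 also: inhibitors block binding of the rhodamine activity-based probe so polarization drops; 0% = enzyme with DMSO and 100% = wells lacking pPAFAH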
Target sequence (Q13093 whole entry, looked up): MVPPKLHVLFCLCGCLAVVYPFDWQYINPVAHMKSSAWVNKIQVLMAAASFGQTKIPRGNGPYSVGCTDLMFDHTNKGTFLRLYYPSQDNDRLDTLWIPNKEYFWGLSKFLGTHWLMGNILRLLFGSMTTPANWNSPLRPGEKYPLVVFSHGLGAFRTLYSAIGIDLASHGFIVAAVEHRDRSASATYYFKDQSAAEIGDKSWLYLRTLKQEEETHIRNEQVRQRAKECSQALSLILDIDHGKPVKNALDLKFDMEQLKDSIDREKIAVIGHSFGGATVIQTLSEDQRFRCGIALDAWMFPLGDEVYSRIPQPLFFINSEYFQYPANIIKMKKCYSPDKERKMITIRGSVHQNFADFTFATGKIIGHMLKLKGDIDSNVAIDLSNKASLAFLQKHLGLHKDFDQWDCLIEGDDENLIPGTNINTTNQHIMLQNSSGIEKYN
PAFAH2 FP inh – inhibitors of human PAFAH2; Q99487; recombinant PAFAH2, FP-rhodamine activity probe, fluorescence polarization; inhibition, % at 3.39 µM; actives 0.99% (n = 340,000);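 active = inhibition above the mean over all tested compounds plus 3 SD, cut at about 30% in these data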;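 also: inhibitors block probe labeling of enzyme so polarization drops; 0% = enzyme with DMSO and 100% = wells lacking PAFAH2 protein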
PAFAH1B2 inh – blocks human PAF acetylhydrolase 1b catalytic subunit 2 | P68402 | recombinant PAFAH1B2, FP-rhodamine activity probe, fluorescence polarization | inhibition, % at 3.39 µM | actives 1.2% (n = 340,000) | AID 492953;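 active = inhibition above the mean of all tested compounds plus 3 SD, cut at about 24% in these data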;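 also: 0% = enzyme with DMSO and 100% = wells lacking PAFAH1B2; many of its hits are not listed in these tables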
PAFAH1B3 inh – PAFAH1B3 (human) inhibition | Q15102 | recombinant PAFAH1B3, FP-rhodamine probe, fluorescence polarization | inhibition, % at 3.39 µM | actives 0.28% (n = 340,000);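 active = inhibition above the screen-wide average of all tested compounds plus 3 SD, cut at about 25% in these data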;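 also: 0% = enzyme with DMSO only and 100% = wells lacking PAFAH1B3 protein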
GSTO1 counter – counter-screen for RBBP9 inhibitors: inhibitors of human GSTO1; P78417; recombinant GSTO1, activity-based probe fluorescence polarization; inhibition, % at 5.96 µM; actives 1.1% (n = 300,000);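 active = inhibition above the campaign mean inhibition plus 3 SD, cut at about 35% in these data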;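 also: 0% = GSTO1-1 with DMSO and 100% = wells lacking GSTO1-1 enzyme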
LYPLA1 counter – LYPLA1 (human) inhibition in PME1 counter-screen. O75608. recombinant LYPLA1, FP-Rh probe fluorescence polarization. inhibition, % at 5.9 µM. actives 0.16% (n = 320,000). AID 2174;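 active = inhibition above the mean of all tested compounds plus 3 SD, set per campaign, cut at about 14% in these data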;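 also: inhibitors block serine hydrolase probe labeling of LYPLA1 so polarization falls; 0% = enzyme with DMSO and 100% = wells lacking LYPLA1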
Fam108B inh – blocks mouse Fam108B hydrolase in RBBP9 counter-screen. actives 0.33% (n = 300,000). AID 1947. recombinant Fam108B, FP-Rh probe fluorescence polarization. inhibition, % at 9.51 µM;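 active = inhibition above the screen mean inhibition plus 3 SD, computed separately per campaign, cut at about 18% in these data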;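 also: inhibitors lower polarization as less probe binds the enzyme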
Active calls of the source: *; nt = no result given.

SMILES	PAD4 FP inh	PME-1 inh	pPAFAH FP inh	PAFAH2 FP inh	PAFAH1B2 inh	PAFAH1B3 inh	GSTO1 counter	LYPLA1 counter	Fam108B inh
CC(C)c1ccc(OCC(=O)N2CCc3ccccc3C2)cc1	5	-1	5	7	5	16	1	-2	4
CCOC(=O)N1CCc2c(sc(NC(C)=O)c2C(N)=O)C1	2	5	-6	-1	3	4	2	3	-5
[O-][n+]1ccccc1SC/C=C/c1ccccc1	2	3	2	5	4	6	2	0	-1
Cc1c(C)c2cc(Cl)c(O)c(CN3CCCCC3)c2oc1=O	-6	-3	1	nt	nt	nt	-2	-2	-2
CCCCCCCN1C/C=C\C(c2ccc(OC)cc2)N(Cc2ccc(F)cc2)C(=O)[C@H]1Cc1ccccc1 (some centres undefined)	-2	-3	3	8	16	2	5	0	-2
CC(=O)Nc1ccc(NC(=O)C(C)OC(=O)c2ccccc2NS(=O)(=O)c2cccs2)cc1 (centres undefined)	-2	0	1	5	1	5	-18	-3	4
COc1cc(/C=C/C(=O)O)cc(S(=O)(=O)N2CCN(S(=O)(=O)c3ccc(Cl)cc3)CC2)c1OC	-3	-3	-3	-3	23	4	4	1	1
CNC(=O)C1CCN(S(=O)(=O)c2c(C)noc2/C=C/N(C)C)CC1	0	-4	3	-5	1	14	2	-1	8
COc1cc(C2C=C(Nc3ccccc3)C(=O)N2c2ccccc2)ccc1O (centres undefined)	-13	-9	-5	1	7	-1	2	1	7
O=C(N/N=C/c1cccs1)c1ccc2c(c1)OCO2	-3	0	-2	1	0	6	-4	0	-2

The final seven entries of the part before are carried over, then new ones follow.
SMILES	PAD4 FP inh	PME-1 inh	pPAFAH FP inh	PAFAH2 FP inh	PAFAH1B2 inh	PAFAH1B3 inh	GSTO1 counter	LYPLA1 counter	Fam108B inh
Cc1c(C)c2cc(Cl)c(O)c(CN3CCCCC3)c2oc1=O	-6	-3	1	nt	nt	nt	-2	-2	-2
CCCCCCCN1C/C=C\C(c2ccc(OC)cc2)N(Cc2ccc(F)cc2)C(=O)[C@H]1Cc1ccccc1 (some centres undefined)	-2	-3	3	8	16	2	5	0	-2
CC(=O)Nc1ccc(NC(=O)C(C)OC(=O)c2ccccc2NS(=O)(=O)c2cccs2)cc1 (centres undefined)	-2	0	1	5	1	5	-18	-3	4
COc1cc(/C=C/C(=O)O)cc(S(=O)(=O)N2CCN(S(=O)(=O)c3ccc(Cl)cc3)CC2)c1OC	-3	-3	-3	-3	23	4	4	1	1
CNC(=O)C1CCN(S(=O)(=O)c2c(C)noc2/C=C/N(C)C)CC1	0	-4	3	-5	1	14	2	-1	8
COc1cc(C2C=C(Nc3ccccc3)C(=O)N2c2ccccc2)ccc1O (centres undefined)	-13	-9	-5	1	7	-1	2	1	7
O=C(N/N=C/c1cccs1)c1ccc2c(c1)OCO2	-3	0	-2	1	0	6	-4	0	-2
Cc1nc(NCCc2ccccc2)c2oc3ccccc3c2n1	-1	-8	0	-3	4	4	-8	-6	-1
CCCN1CNC(=S)N(c2ccccc2OC)C1	3	-1	2	9	4	3	0	-4	-4
O=C(CCCC(=O)Nc1cccnc1)Nc1cccnc1	3	10	4	3	3	3	7	-2	0
N#CC(c1ccccc1)c1cccc(Cl)n1 (centres undefined)	-12	-1	-11	nt	nt	nt	-3	-2	0
Cc1cnc(C(=O)Nc2nnc(C(C)C)s2)cn1	0	4	2	10	6	-2	8	1	-4
CCn1c(SCC(=O)Nc2c(C)n(C)n(-c3ccccc3)c2=O)nc2c1c(=O)n(C)c(=O)n2C	-3	-7	-2	nt	nt	nt	15	-1	-2
COc1cc(C(c2c(O)nc(SC)[nH]c2=O)c2c(O)nc(SC)[nH]c2=O)cc(OC)c1OC	-1	-1	2	2	0	8	3	0	3
COc1ccc(COC(=O)C2=C(C)NC(=O)NC2c2cc(Br)c(O)c(OC)c2)cc1 (centres undefined)	3	-2	2	8	8	6	-22	-2	4
CC(=O)CCc1c(C)c2cccc(C)c2[nH]c1=O	2	6	2	9	4	3	-21	0	1
CN(CCC1CCCCO1)C(=O)CCc1nnc(CCc2ccccc2)o1 (centres undefined)	-3	6	-3	8	1	9	0	3	7
O=C(O)Cc1ccc(N=Cc2c(O)ccc3ccccc23)cc1	-12	3	1	9	0	0	27	5	-2
CC1(C(=O)N/N=C/c2ccccc2)CC1(Cl)Cl (centres undefined)	0	-4	1	-6	0	11	8	-4	1
CCC(=O)NCCc1nc2ccccc2[nH]1	-1	-1	7	9	4	-2	8	-3	-8
O=C(c1ccccc1)C(Nc1ccccn1)c1ccccc1 (centres undefined)	-2	1	2	-5	3	0	1	1	2
N#Cc1ccccc1S(=O)(=O)N1CCN(CC(O)COc2ccccc2F)CC1 (centres undefined)	1	-2	-5	0	2	4	-4	-2	3
C/C(=N/NC(=O)C(=O)N/N=C(/C)c1ccccc1)c1ccccc1	-3	-3	-1	nt	nt	nt	4	-1	-2
COC(=O)c1ccc(CSc2nc(N3CCOCC3)c3c(c2C#N)CC(C)(C)OC3)o1	1	8	5	15	8	5	0	-3	3
O=C(Cc1cccs1)Nc1ccccc1-c1nc2ccccc2[nH]1	-5	-10	0	nt	nt	nt	-24	-10	-7
C=CCn1c(SCc2ccccc2C#N)nnc1-c1cc(Br)ccc1O	-1	1	15	12	3	2	18	-3	1
Cn1c(SCc2nc(-c3ccc(Br)cc3)no2)nnc1-c1ccco1	3	-4	5	7	3	12	34	-3	2
O=C1CC(NCCc2ccccc2)C(=O)N1CCc1ccccc1 (centres undefined)	5	5	0	9	3	9	-8	1	2
C#CCOCCOCCOCCNc1nc(N2CCN(C(=O)CCCCCCCCCCNC(=O)[C@H]([C@@H](C)CC)n3cc(CCCCN=C(N)N)nn3)CC2)nc(N2CCN(C(=O)CCCCCCCCCCNC(=O)[C@@H]([C@H](C)O)n3cc(C)nn3)CC2)n1	-6	-2	-4	0	-1	-2	1	-10	-12
COc1ccc(N2C(=S)NC(C)(C)CC2(C)c2ccc(OC(C)=O)cc2OC(C)=O)cc1 (centres undefined)	3	3	-2	-2	3	7	14	-2	2
CC(C)CC(=O)NS(=O)(=O)c1ccc(NC(=O)c2ccco2)cc1	-7	-9	-4	3	9	1	0	-4	-8
CC(C)CN1C(=O)C(=O)N(CC(=O)c2ccc3c(c2)CCCC3)C1=O	3	-2	4	0	17	14	nt	-3	nt
CCOC(=O)COc1cccc2c(=O)n(CC(=O)NCc3ccc(F)cc3)ccc12	-8	-1	5	-2	0	4	0	1	-4
COc1ccc(C2=CC(=O)C[C@H](c3ccc(F)cc3)C2)c(OC)c1	-8	-2	-3	-7	-1	1	nt	-1	nt
CCCCCOC(=O)Nc1ccc(S(=O)(=O)Nc2cccc([N+](=O)[O-])c2)cc1	-7	-11	11	7	2	0	-13	-12	-4
O=C(NCCNCc1ccccn1)c1ccco1	2	-1	0	-1	2	0	5	-2	-3
CCc1nn(C(C)C(=O)NCCc2ccccc2)c(=O)c2cc3occc3n12 (centres undefined)	8	-6	-1	1	-9	3	6	1	-1
CCSc1ccccc1C(=O)N1CCC2(CC1)CC(=O)c1ccccc1O2	5	15	2	3	-1	2	15	3	9
COc1ccc(NC(=O)CSc2nccn2-c2ccccc2)cc1	-3	-3	-7	-6	1	4	4	-2	-1
COc1ccccc1OCC(=O)Nc1ccc(N2CCCCC2)cc1	6	-9	4	6	2	5	13	6	0
CC(/C=N/Nc1nnc(C)c(=O)[nH]1)=C\c1ccccc1	-1	-8	-2	5	1	-2	5	-1	-1
Cc1cnc(NC(=O)COc2ccccc2Cl)s1	0	4	8	6	-4	-3	5	8	2
CC1CCCCC1NC(=O)C1CCCN(S(=O)(=O)c2ccc(-n3cnnn3)cc2)C1 (centres undefined)	-3	1	3	6	-1	-8	7	-3	-1
O=C(NCCCN1CCOCC1)C(=O)N/N=C/c1ccccc1O	-6	-5	1	-3	1	4	-10	1	-6
Cc1[nH]nc2cn[nH]c12	0	1	1	-7	1	-3	7	0	0
CC(C)c1ccc(CN(C(=O)c2cc3ccccc3oc2=O)C2CCS(=O)(=O)C2)cc1 (centres undefined)	-1	-1	5	-1	8	1	2	2	-2
CC(=O)c1cccc(OCc2cc(C(=O)N3C[C@H]4CC[C@H]3C4)no2)c1	4	-9	6	-1	1	6	0	-1	-2

Overlap with the part before: 3 compounds, followed by the next part.
SMILES	PAD4 FP inh	PME-1 inh	pPAFAH FP inh	PAFAH2 FP inh	PAFAH1B2 inh	PAFAH1B3 inh	GSTO1 counter	LYPLA1 counter	Fam108B inh
Cc1[nH]nc2cn[nH]c12	0	1	1	-7	1	-3	7	0	0
CC(C)c1ccc(CN(C(=O)c2cc3ccccc3oc2=O)C2CCS(=O)(=O)C2)cc1 (centres undefined)	-1	-1	5	-1	8	1	2	2	-2
CC(=O)c1cccc(OCc2cc(C(=O)N3C[C@H]4CC[C@H]3C4)no2)c1	4	-9	6	-1	1	6	0	-1	-2
O=C(OCCN1CCCCC1)c1cc2ccccc2o1	-1	0	2	-4	-3	9	1	5	-1
COCCCNC(=O)c1ccc2c(c1)ncn2-c1ccc(C)cc1C	0	-6	4	-5	5	7	11	-1	0
O=C(O)C1C2CCC(O2)C1C(=O)Nc1cnn(Cc2ccccc2)c1 (centres undefined)	2	-3	4	5	0	10	3	-1	3
O=C(CSc1nnc(-c2ccccc2)o1)NC1CCS(=O)(=O)C1 (centres undefined)	-4	-3	5	-9	5	-8	-2	1	-5
COc1ccc(/C=C/C(=O)c2ccc3c(c2)OCO3)c(OC)c1	2	-6	-1	1	-3	1	-9	-1	-2
CC12CCC(C/C1=N/OC(=O)c1cccc([N+](=O)[O-])c1)C2(C)C (centres undefined)	-1	1	4	3	7	13	3	0	-1
Cc1ccc(C(O)(C(=O)NNS(=O)(=O)c2ccc(C)cc2)c2ccc(C)cc2)cc1	1	-3	3	-5	0	8	3	-1	-4
O=S(=O)(c1cnc[nH]1)N1CCN(c2ccc(Cl)cc2)CC1	1	0	-4	0	12	5	8	-3	0
C=CCn1c(SCC(=O)Nc2nnc(C)s2)nnc1C1CC1	-3	7	-2	-1	-5	3	10	-2	3
COc1ccccc1C(=O)Nc1cccc(NC(C)=O)c1	-2	-3	1	4	-2	0	-3	-4	0
COc1ccc(C(N)=S)cc1	-5	9	8	0	2	6	2	-2	1
O=C(Nn1c(O)c(C=C2N=c3ccccc3=N2)sc1=S)c1ccccc1	-2	3	-2	5	1	9	-2	-14	4

Not all compounds are listed (hit frequency here may not be typical).
